KCNH2 WT inh: KCNH2 (human, wildtype) channel inhibition; AID 720551; hit rate 0.37% among 340,000; activity change, % at 1.84 µM; U2OS, BacMam KCNH2, thallium flux FluxOr; hits give low values; Q12809;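 active = maximum activity change below -70%; inconclusive = maximum activity change between -70% and -50%; inactive = maximum activity change above -50%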; also: % is scaled to controls: 0 for no effect and ±100 for the full control effect
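U2OS cells transduced with wild-type KCNH2 virus are loaded with FluxOr dye for 45 min, and thallium flux is measured in kinetic reads before and after stimulation buffer. Rate constants are normalized to DMSO controls.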
TSHR antagonist: human thyrotropin receptor antagonism. activity change, negative = inhibition, % at 11.5 µM. TSHR-expressing cells, TSH-stimulated cAMP HTRF, 2 h; hits give low values. P16473. hit rate 0.2% among 330,000;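 active = activity change below a set negative limit, meaning inhibition stronger than a set level, cut at about -70% in these data; inconclusive = activity change between two set negative limits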; also: % is scaled to controls: 0 for no effect and ±100 for the full control effect
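TSHR-expressing cells, 200/well, pre-treated with compound, then stimulated with EC80 TSH (4nM final) for 2 hours at 37 deg C. cAMP measured by competitive HTRF: anti-cAMP cryptate antibody in lysis buffer plus cAMP-d2, read after 30 minutes at room temperature.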
Mito fusion act: mitochondrial division inhibition or fusion activation | AID 485298 | S. cerevisiae fusion-defective mutant growth rescue, CellTiterGlo 48 h | Potency, µM (top dose mostly 46.1 µM), without a hit: top-dose growth rescue (activation), actives largely listed as activators | hit rate 0.23% among 320,000;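 also: potency is read from the fitted curve at half-maximal effect; % of control where 0% means no effect; nearly all actives have a fitted effect of over 45% in size; temperature-sensitive fusion mutants such as fzo1-1 at 37 °C on non-fermentable ethanol glycerol medium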
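S. cerevisiae fusion-defective temperature-sensitive mutants (e.g. fzo1-1, mgm1-5) grown 48 h at 37C in YPEG (ethanol/glycerol non-fermentable) medium with 23 nl compound per well; growth rescue read as CellTiterGlo luminescence.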
USP2a block: USP2a (human) protease inhibition. USP2 core, Ub-CHOP2 coupled fluorogenic reporter, 485/531. hit rate 0.01% among 330,000. O75604. Potency, µM (top dose mostly 38.3 µM), without a hit: top-dose activity change, negative = inhibition, hits mostly inhibitors;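 also: potency is read from the fitted curve at half-maximal effect; plate controls were DMSO wells for no effect and full inhibition by NEM control for full effect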
Target sequence (O75604 whole entry, looked up): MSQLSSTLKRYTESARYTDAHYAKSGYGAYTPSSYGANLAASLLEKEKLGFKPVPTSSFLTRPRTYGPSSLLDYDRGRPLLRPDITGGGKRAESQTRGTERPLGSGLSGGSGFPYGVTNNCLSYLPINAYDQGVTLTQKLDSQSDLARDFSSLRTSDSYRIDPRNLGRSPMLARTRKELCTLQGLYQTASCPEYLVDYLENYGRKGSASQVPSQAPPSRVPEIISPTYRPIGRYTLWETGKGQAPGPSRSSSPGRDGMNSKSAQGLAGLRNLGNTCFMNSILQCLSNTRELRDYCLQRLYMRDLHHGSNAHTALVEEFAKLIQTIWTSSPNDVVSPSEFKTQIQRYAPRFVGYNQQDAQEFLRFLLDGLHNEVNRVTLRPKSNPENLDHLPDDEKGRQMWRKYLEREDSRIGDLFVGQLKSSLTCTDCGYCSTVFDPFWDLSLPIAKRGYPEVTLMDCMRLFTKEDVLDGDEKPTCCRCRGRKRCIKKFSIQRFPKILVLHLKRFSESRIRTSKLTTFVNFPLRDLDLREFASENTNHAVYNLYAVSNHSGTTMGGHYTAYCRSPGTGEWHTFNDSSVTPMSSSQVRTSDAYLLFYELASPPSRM
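Cell-free coupled assay: 10nM USP2 core preincubated 30min RT with compound in Tris-HCl pH 8.0/CaCl2/CHAPS buffer, then 25nM Ub-CHOP2 and 25nM reporter substrate; fluorescence (Ex 485/Em 531) read after 60min RT, normalized to NEM inhibition, concentration-response curves fitted.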
TCR activator: activates T cell receptor signaling; primary human leukocytes, anti-CD3, IL-2 HTRF, 48 h; Potency, µM (titrated, usually from 9.22 µM), without a hit: at the highest dose activation of IL-2 secretion, actives largely listed as activators; 330,000 tested, under 10 active; AID 504894; also: % of control where 0% means no effect
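48 hr co-incubation of compounds, a-CD3 beads and primary human leukocytes; IL-2 quantified homogeneously by HTRF with anti-IL-2 K and d2 conjugates.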
ELG1 repair inh: ELG1-dependent DNA repair inhibition | hit rate 2.3% among 330,000 | HEK293T ELG1-luciferase reporter, luminescence, 16 h; DNA damage induced by 5-fluorouridine | Potency, µM (doses to about 46.1 µM), without a hit: top-dose activity change, negative = inhibition, most hits filed as inhibitors; also: potency is read from the fitted curve at half-maximal effect; % is scaled to controls: 0 for no effect and ±100 for the full control effect; nearly all actives have a fitted effect of over 55% in size
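Quantitative HTS, concentration-response format. 2,000 cells/well co-treated with 5-fluorouridine and compound, 16 hr in 5% CO2 at 37 °C; ONE-Glo luminescence read after 30 min.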
AT treatment: potential ataxia-telangiectasia treatments restoring KAP-1 phosphorylation | hit rate 0.19% among 320,000 | AID 485349 | Potency, µM (top dose mostly 57.5 µM), without a hit: top-dose activation, actives largely listed as activators | […] A-T fibroblasts, KAP-1 phosphorylation AlphaLISA; neocarzinostatin DNA damage 30 min before lysis; also: potency is read from the fitted curve at half-maximal effect; % of control where 0% means no effect; nearly all actives have a fitted effect of over 45% in size
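hTERT-immortalized A-T patient fibroblasts ([…]), 500 cells/well in OPTI-MEM, 1% FBS, got compounds for 60 min, then NCS for 30 min at 37C. Lysates were then assayed for phospho-KAP-1 by AlphaLISA (anti-pKAP1 donor, anti-KAP1 acceptor beads), 6 hr at 25C.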
KCNH2 3.1 block: blocks the human KCNH2 3.1 channel isoform. U2OS KCNH2 3.1, thallium flux FluxOr; hits give low values. activity change, % (tested at about 1.8 µM). hit rate 0.95% among 340,000. AID 720553;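 active = maximum activity change below -70%; inconclusive = maximum activity change from -70% to -50%; inactive = maximum activity change above -50%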;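 also: thallium influx rate constant from kinetic fluorescence after stimulation buffer; % is scaled to controls: 0 for no effect and ±100 for the full control effect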
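Normalized rate constant (relative to positive and negative DMSO controls) derived from a 2 min kinetic fluorescence read after stimulation; U2OS cells expressing the 3.1 isoform via virus at 1.77 x 10^8 /mL.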
TRPV1 agonist: agonists of human vanilloid receptor 1 (TRPV1); TRPV1-expressing cells, Fluo-8 calcium influx, agonist mode; activation, % at 8.33 µM; hit rate 0.19% among 320,000; in the data active = activation above about 80%; inconclusive = between about 30% and that limit; also: 0% is about no effect
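Cells expressing TRPV1 were dye-loaded with Fluo-8 and read kinetically: 10 s baseline, 3 min after compound (agonist portion), then 2 min after EC20 capsaicin (allosteric enhancer portion). Calcium-bound dye fluorescence at 480/520 nm.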
Eya2 inh: inhibitors of human Eya2 phosphatase activity; O00167; recombinant Eya2, OMFP fluorescence dephosphorylation (OMFP is methylfluorescein phosphate); AID 488837; Potency, µM (highest dose often 76.9 µM), for the others: at the top dose activity, negative = inhibition, most hits filed as inhibitors; hit rate 0.006% among 330,000; also: potency is read from the fitted curve at half-maximal effect; % is scaled to controls: 0 for no effect and ±100 for the full control effect
Target sequence (O00167 whole entry, looked up): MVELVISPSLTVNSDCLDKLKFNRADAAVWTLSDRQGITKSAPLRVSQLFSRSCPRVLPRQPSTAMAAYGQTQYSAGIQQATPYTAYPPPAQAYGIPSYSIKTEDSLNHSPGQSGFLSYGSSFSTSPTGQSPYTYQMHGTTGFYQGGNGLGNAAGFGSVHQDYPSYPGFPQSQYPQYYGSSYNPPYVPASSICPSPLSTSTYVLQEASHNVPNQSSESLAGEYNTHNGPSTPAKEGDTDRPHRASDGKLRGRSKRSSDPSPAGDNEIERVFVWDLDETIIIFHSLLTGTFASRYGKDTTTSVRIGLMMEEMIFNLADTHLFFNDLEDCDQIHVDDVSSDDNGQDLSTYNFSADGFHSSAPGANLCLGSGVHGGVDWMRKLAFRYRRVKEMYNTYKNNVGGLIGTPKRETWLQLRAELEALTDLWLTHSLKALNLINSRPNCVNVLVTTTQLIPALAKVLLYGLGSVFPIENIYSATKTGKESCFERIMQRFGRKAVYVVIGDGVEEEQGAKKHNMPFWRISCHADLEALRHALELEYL
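Eya2 (0.2 uM) preincubated 10 min at ambient with compound, then OMFP substrate added at 50 uM; 10 min reaction in 50 mM HEPES pH 7.5, 50 mM NaCl, 5 uM MgCl2, 0.05% BSA, 1 mM DTT. Fluorescence read at Ex 485/Em 525 nm.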
The depositor's hits bear a star; ? = inconclusive; nt = no result given; [ ] = dose if it differs, or a comment. Unless noted, calls follow the shape of the dose curve; as a rule, active = well fitted curve in the direction sought with a large enough effect; inconclusive = small, poorly fitted or top-dose-only effect, or another doubt; inactive = no such curve, though single readings can be large; an effect the other way counts as inactive or inconclusive. Some of the compounds tested; the hit share may differ from the screen's.

Values in the order: USP2a block, TSHR antagonist, AT treatment, TRPV1 agonist, KCNH2 WT inh, Mito fusion act, ELG1 repair inh, TCR activator, KCNH2 3.1 block, Eya2 inh
- CCCC(=O)Nc1c2c(nn1-c1cccc(C)c1C)CS(=O)(=O)C2
  1%, 4, -3%, 0, 4, -1%, 23%, 3%, -8, -9%
- CC(C)(C)c1nc(SCC(=O)NCc2cccs2)c2ccccc2n1
  1%, -15, 1%, -2, -10, -6%, 3%, 0%, 4, 2%
- CCCCC1=CC2=C(c3ccco3)C(=O)C(C)(OC(=O)c3ccc(OC)cc3)C(=O)C2=CN1c1ccc(OC)cc1 (configuration not stated)
  -5%, -12, -23%, -2, -4, 5%, -4%, -11%, -6, 7%
- c1csc(Cn2nnnc2CN2CCN(c3nc4ccccc4s3)CC2)c1
  7%, -12, 7%, -4, 16, 6%, ?, 1%, 4, -4%
- O=C(NCc1ccccc1F)c1ccc2c(c1)OCCO2
  1%, -12, 1%, 5, 16, -22%, ?, nt, 4, 7%
- CCNC(=S)N(CCc1cccc(C)c1)Cc1cc2cc(OC)c(OC)cc2[nH]c1=O
  0%, -14, 2%, 2, -4, 0%, 8.2µM*, 0%[46.1 µM], 6, -3%
- COC(=O)c1ccccc1NC(=O)Cn1cnc2c(cnn2-c2ccccc2)c1=O
  0%, 0, 2%, 7, -11, -1%, -4%, -3%, -2, -12%
- Cc1ccc2cc(CN(Cc3ccco3)C(=O)c3cccs3)c(=O)[nH]c2c1
  0%, 5, 8%, 7, 5, 3%, -16%, -5%, 5, -2%
- O=C(O)CCn1[nH]c(=O)ccc1=O
  4%, 0, -4%, -5, 23, 2%, 7%, 2%[46.1 µM], -15, 9%
- O=C(Cc1ccccc1F)NNC(=O)c1ccncc1
  -2%, -1, 10%, 0, 10, 0%, -7%, -2%, -18, 2%
- CCOC(=O)c1sc(=NC(=O)c2c(F)cccc2F)n(C)c1C
  -2%, 14, -4%, -1, -8, 15%, ?, 4%, -7, 8%
- Cc1cccc(C(=O)N/C(=C\c2ccco2)C(=O)N2CCCC2)c1
  2%, 23, 3%, -2, -4, -7%, 24%, -2%, 7, 4%
- Cc1ccc(NC(=O)CN2C(=O)COc3ccc(C)cc32)nc1
  4%, 5, 8%, 4, 41, -1%, 1%, nt, -11, 15%
- CC(C)(C)n1ncc2c(=O)n(CC(=O)N3CCCCCC3)cnc21
  -1%, 5, 1%, 5, -7, 2%, 19%, -3%, -5, 14%
- CC(c1ccccc1)N1CCC(CNC(=S)Nc2cccc(Cl)c2)C1 (configuration not stated)
  2%, 7, 4%, 15, 27, 0%, 2%, -1%, -17, -20%
- O=[N+]([O-])c1ccc(O)c(C=Nc2ccc3c(c2)OCO3)c1
  0%, 3, -13%, nt, -7, 3%, 9%, 8%, 1, 7%
- Cc1cc(=O)[nH]c(-n2[nH]c3c(c2=O)CCCC3)n1
  13%, 17, -6%, 1, -3, 0%, 27%, 2%, 6, 14%
- Cn1c(=O)oc2cc(S(=O)(=O)N3CCCC(C(=O)NCc4ccc5c(c4)OCO5)C3)ccc21 (configuration not stated)
  0%, 26, 5%, 4, 3, -1%, -7%, -6%, 16, 13%
- Cc1nc2c(ncn2-c2ccccc2)c(=O)n1NC(=O)CN1CCN(C)CC1
  1%, 24, 29%, -6, 2, 4%, ?, -1%, -8, -17%
- CC1=CCC(C(=O)N/N=C/c2cccs2)C(c2ccc(F)cc2)C1 (configuration not stated)
  0%, 20, -8%, -5, 3, 3%, 24%, 3%, 11, -1%
- Cc1ccc2cccnc2c1N
  2%, 0, -1%, -1, -3, 1%, 15%, nt, -1, 3%
- NS(=O)(=O)c1ccc(Nc2ccccc2)c([N+](=O)[O-])c1
  4%, -6, -8%, 4, 8, -3%, -16%, -3%, -2, ?
- COc1ccc(-c2nc3c(n2O)CCCC3=O)cc1OC
  0%, -8, -7%, 0, 4, 0%, 0%, -1%, 1, 2%
- COc1ccc(C2C(C#N)=C(N)OC3=C2C(=O)CCC3)cc1OC (configuration not stated)
  1%, -4, 1%, 1, -2, 2%, -1%, -1%, -15, 11%
- Cn1c(=O)cc(OCC(=O)NCc2ccccn2)c2ccccc21
  4%, 21, -17%, nt, 3, -1%, ?, -6%, 0, 4%
- COCCNC(=O)c1ccc2c(=O)n(Cc3ccco3)c(SCC(=O)Nc3ccc(OC)cc3OC)nc2c1
  0%, 0, 2%, -2, -8, 0%, ?, -7%, 7, -5%
- CCC(c1nnnn1CS(=O)(=O)c1ccc(C)cc1)N1CCN(c2nc3ccccc3s2)CC1 (configuration not stated)
  1%, -18, 0%, 1, 30, 24%, 8.2µM*, nt, 9, -2%
- C/C(=N\N1CCN(c2ccc(Cl)cc2)CC1)c1cccc([N+](=O)[O-])c1
  2%, 7, -13%, 4, -20, -3%, ?, -2%, nt, -1%
- CC(=O)n1c(=O)c2ccccc2c(=O)n1-c1ccccc1
  5%, -3, -4%, -4, -7, 15%, 6%, -1%, 6, -2%
- CC(=O)OC(C(=O)NCc1ccc(F)cc1)c1ccccn1 (configuration not stated)
  -5%, 18, 0%, 6, -12, 0%, 0%, -1%, 22, 6%

Reformatted: 9 of the compounds above
Structure | USP2a block | TSHR antagonist | AT treatment | TRPV1 agonist | KCNH2 WT inh | Mito fusion act | ELG1 repair inh | TCR activator | KCNH2 3.1 block | Eya2 inh
Cc1cc(=O)[nH]c(-n2[nH]c3c(c2=O)CCCC3)n1 | 13% | 17 | -6% | 1 | -3 | 0% | 27% | 2% | 6 | 14%
Cn1c(=O)oc2cc(S(=O)(=O)N3CCCC(C(=O)NCc4ccc5c(c4)OCO5)C3)ccc21 (configuration not stated) | 0% | 26 | 5% | 4 | 3 | -1% | -7% | -6% | 16 | 13%
Cc1nc2c(ncn2-c2ccccc2)c(=O)n1NC(=O)CN1CCN(C)CC1 | 1% | 24 | 29% | -6 | 2 | 4% | ? | -1% | -8 | -17%
CC1=CCC(C(=O)N/N=C/c2cccs2)C(c2ccc(F)cc2)C1 (configuration not stated) | 0% | 20 | -8% | -5 | 3 | 3% | 24% | 3% | 11 | -1%
Cc1ccc2cccnc2c1N | 2% | 0 | -1% | -1 | -3 | 1% | 15% | nt | -1 | 3%
NS(=O)(=O)c1ccc(Nc2ccccc2)c([N+](=O)[O-])c1 | 4% | -6 | -8% | 4 | 8 | -3% | -16% | -3% | -2 | ?
COc1ccc(-c2nc3c(n2O)CCCC3=O)cc1OC | 0% | -8 | -7% | 0 | 4 | 0% | 0% | -1% | 1 | 2%
COc1ccc(C2C(C#N)=C(N)OC3=C2C(=O)CCC3)cc1OC (configuration not stated) | 1% | -4 | 1% | 1 | -2 | 2% | -1% | -1% | -15 | 11%
Cn1c(=O)cc(OCC(=O)NCc2ccccn2)c2ccccc21 | 4% | 21 | -17% | nt | 3 | -1% | ? | -6% | 0 | 4%

Remaining list, next part.
Values in the order: USP2a block, TSHR antagonist, AT treatment, TRPV1 agonist, KCNH2 WT inh, Mito fusion act, ELG1 repair inh, TCR activator, KCNH2 3.1 block, Eya2 inh
- COc1ccc(/C=N/NC(=O)Cc2csc(Nc3cccc(C(F)(F)F)c3)n2)c(OC)c1
  0%, 6, -6%, 5, -1, 1%, ?, -3%, 0, -16%
- CC(C)NC(=O)c1onc(CSc2nc3ccccc3[nH]2)c1C(=O)NC(C)C
  3%, 38, -4%, -3, 2, 2%, 12%, 9%, 13, 2%
- CC1=CC(C)(C)N(C(=O)C(C)N2C(=O)c3ccccc3C2=O)c2ccc(C)cc21 (configuration not stated)
  1%, -3, -1%, ?, -8, 13%, -12%, -15%, -13, -1%
- O=C(Nc1ccccc1C(=O)Nc1ccc(Br)cn1)c1cccc([N+](=O)[O-])c1
  1%, 1, 3%, -4, 2, -1%, 14%, 14%, 1, -7%
- CCOc1ccc(Oc2ccccc2NC(=O)CSCC(=O)Nc2cc(C)on2)cc1
  3%, -19, 9%, 17, -20, -1%, 21%, -5%, 3, -1%
- CSc1ccc(NS(=O)(=O)c2ccc(-n3cnnn3)cc2)cc1
  -1%, -6, 30%, 3, -8, 2%, 11%, 4%, 10, 13%
- O=C(O)c1ccc2c(c1)C(=O)/C(=C/c1ccccc1)C2=O
  4%, -3, -9%, 1, -1, -10%, 0%, 1%[46.1 µM], -16, 7%
- Cc1nc2c(cc1NC(=O)C(C)(C)C)nc(C)n2Cc1ccccc1
  2%, 8, -5%, 2, -21, 1%, 7%, 9%, 12, -3%
- O=c1cc(C(F)(F)F)[nH]c2ccc(C(F)(F)F)cc12
  3%, -38, 4%, 3, -1, 17%, ?, 2%, -21, 1%
- Cc1cc(C(=O)NNc2c(Cl)cccc2Cl)no1
  -3%, -1, -2%, 1, -5, 1%, -1%, 0%, 11, 4%
- O=c1[nH]c(NCCCO)nc2c1C1(CCCC1)Cc1ccccc1-2
  -3%, -5, 3%, ?, 7, -13%, 2%, 1%, -13, -33%

Assay outcomes (PubChem BioAssay)
